From PubChem BioAssay
GPR55 LPI antagonism = GPR55 antagonists blocking LPI-driven arrestin recruitment, primary screen, imaging, U2OS, beta-arrestin-GFP, LPI agonist (AID 2013); U2OS GPR55 beta-arrestin-GFP translocation imaging, LPI antagonism; higher % means a stronger effect; one-dose inhibition, % at 10 µM; IC50 in µM for titrated hits; actives 0.13% (n = 290,000);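 active means spots per cell inhibited over 60%, with over 100 cells counted and total cytoplasm intensity under 500,000; inconclusive means wells with under 100 cells, flagged as likely toxic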;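 further: U2OS cells stably carrying GPR55 and arrestin-GFP stimulated by 5 µM LPI near EC80; imaged beta-arrestin-GFP aggregate spots per cell after agonist stimulation; plate controls were LPI-stimulated DMSO wells for no effect and DMSO wells without LPI for full effect; some results filed as inactive read as strong as hits; confirmed hits need IC50 under 10 µM and bright autofluorescent wells are also inconclusive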
SV40 large T antigen = TAg ATPase/helicase activity blockers – biochemical (AID 1903) | SV40 large T antigen ATPase/helicase inhibition assay; higher % means a stronger effect | one-dose inhibition, % at 20 µM; IC50 in µM for titrated hits | actives 0.39% (n = 310,000); in the data active means a potency from the dose series; inconclusive means inhibition mostly from about 32% at the one dose, without a potency; inactive means the rest, 99 in 100 with inhibition below about 32%; further: strong numbers were not always called active
Lipid droplet = modulators of hepatic lipid droplet formation | AML12 mouse hepatocytes, oleate lipid droplets, BODIPY imaging | inhibition, % at 6.5 µM | actives 0.4% (n = 240,000);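 active means lipid droplet intensity inhibited by at least 50%, with more than 500 cells counted; inconclusive means wells with under 300 cells, treated as cytotoxic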
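Material: mouse AML12 hepatocyte cell line, fixed after treatment; Timing: compound with oleate, overnight; Technique: high-content imaging of BODIPY-stained droplets and DAPI nuclei; Probe or stimulus: oleate, 100 µM final; Dosing: compound at 6.5 µM only.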
GPR55 activation = selective activators of receptor GPR55 – imaging, U2OS cells, beta-arrestin-GFP redistribution, primary screen (AID 1961); U2OS GPR55 beta-arrestin-GFP redistribution imaging; higher % means a stronger effect; activation, % at 10 µM; hits with a dose series show EC50 in µM; actives 0.048% (n = 290,000);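 active means activation above 40% with more than 50 cells counted in the well; inconclusive means wells holding fewer than 50 cells, flagged as toxic or sparse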;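 further: U2OS osteosarcoma cells stably expressing GPR55 and beta-arrestin-GFP; plate controls were DMSO negative control for no effect and LPI positive control for full effect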
MgcRacGAP inhibition = MgcRacGAP GTPase-activating activity inhibitors, confirmation, biochemical, ADP Hunter fluorescence; inhibition, % at 30 µM; hits with a dose series show IC50 in µM; MgcRacGAP-stimulated Rac1 GTP hydrolysis, ADP Hunter fluorescence; higher % means a stronger effect; GST-tagged Rac1 F28L mutant substrate; actives 0.6% (n = 340,000);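 active means first-screen hits whose inhibition reached a set limit at any dose in the follow-up dose series; inconclusive means inhibition above the set first-screen limit but never retested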;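 further: fluorescence reports GDP produced by GAP-driven GTP hydrolysis; strong numbers were not always called active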
NTR1 ag = NTR1-driven beta-arrestin-GFP spot formation – imaging, U2OS cells, high content, primary screen (AID 493036) | P30989 | actives 0.17% (n = 330,000) | agonist mode | activation, % at 20 µM;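 active means activation at or above 40% of the spot to cytoplasm intensity ratio, with at least 20 cells analyzed; inconclusive means wells under 20 cells, flagged as cytotoxic or low count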;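 further: 0% = DMSO without peptide and 100% = 100 nM NTR1 peptide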
Target sequence (P30989 whole entry, looked up): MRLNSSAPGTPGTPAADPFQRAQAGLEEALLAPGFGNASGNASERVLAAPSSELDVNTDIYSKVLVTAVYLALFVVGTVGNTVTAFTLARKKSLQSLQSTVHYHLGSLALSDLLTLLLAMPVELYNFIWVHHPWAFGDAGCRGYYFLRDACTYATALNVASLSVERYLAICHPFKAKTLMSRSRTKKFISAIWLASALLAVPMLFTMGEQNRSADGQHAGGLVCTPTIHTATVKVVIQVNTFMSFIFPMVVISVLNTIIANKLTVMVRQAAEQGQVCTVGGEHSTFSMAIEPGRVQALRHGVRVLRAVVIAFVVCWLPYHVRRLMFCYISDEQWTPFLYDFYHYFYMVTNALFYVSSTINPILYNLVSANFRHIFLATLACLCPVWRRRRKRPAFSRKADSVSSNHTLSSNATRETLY
LYP inhibition = PTPN22 lymphoid phosphatase activity blockers – biochemical, fluorescence intensity, uHTS (AID 1779); recombinant LYP phosphatase, fluorescence intensity; higher % means a stronger effect; actives 0.054% (n = 290,000); one-dose inhibition, % at 11.5 µM; IC50 in µM for titrated hits; in the data active means inhibition above about 50%;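 further: plate controls were vehicle with enzyme for no effect and no enzyme for full effect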
GPR35 antagonists = inhibition of zaprinast-stimulated GPR35 beta-arrestin translocation – imaging, U2OS, beta-arrestin-GFP, zaprinast agonist, primary screen (AID 2058). one-dose inhibition, % at 10 µM; IC50 in µM for titrated hits. U2OS GPR35 beta-arrestin-GFP translocation imaging, zaprinast antagonism; higher % means a stronger effect. actives 0.052% (n = 290,000);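 active means inhibition of at least 50% with at least 30 cells and total cytoplasm GFP at most 10,000,000; inconclusive means under 30 cells or total GFP of 10,000,000 plus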
T cell modulator = T cell immune modulators affecting CD8 T cell-vesicle binding; calls only at 7 µM; actives 0.068% (n = 330,000); 2C CD8+ T cell-vesicle binding, flow cytometry; hits give low values;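 active means response, share of CD8 T cells binding vesicles, and their 90th percentile fluorescence all below set limits, cut at about 80% in these data, passing the limit was not always enough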
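Assay system – 2C mouse CD8+ T cells · Also added – QL9-loaded Drosophila micro-vesicles · Timing – Cell–vesicle co-incubation 1.5 h at 37 °C, staining 20 min on ice · Signal – flow cytometry of vesicle-bound cells · Measure – percent CD8+ FL2 mean versus row control · Controls – Peptide-free naked vesicles (low) and QL9 vesicles with 0.7% DMSO vehicle (high)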
Lipid droplet cells 6.5 µM = also measured in Lipid droplet; calls as there; cell count; measured here: cell count, cytotoxicity flag;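 cells counted across two imaged fields per well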
T cell modulator vesicle-bound % = also measured in T cell modulator; calls as there; double positive events, %; measured here: CD8+ vesicle-bound cell fraction;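 binding gate set so that unloaded-vesicle control wells show 10% double positive cells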
NTR1 ag cell count 20 µM = further read-out of NTR1 ag, marked with its call; cell count; measured here: cell count, cytotoxicity flag
Numbers without * were called inactive; i = inactive; ? = inconclusive; . = not tested or not shown.

Each structure is followed by: GPR55 LPI antagonism	SV40 large T antigen	Lipid droplet	Lipid droplet cells 6.5 µM	GPR55 activation	MgcRacGAP inhibition	NTR1 ag	NTR1 ag cell count 20 µM	LYP inhibition	GPR35 antagonists	T cell modulator	T cell modulator vesicle-bound %
C#C[C@]1(OC(C)=O)CCC2C3CCC4=CC(=O)CC[C@@H]4C3CC[C@@]21C (some centres undefined)
    5.1%	3.2%	-1.3	748	-0.1%	4.6%	1.0	53	-2.7%	1.0%	i	19.8
CCCN1C(=O)c2ccc(C(=O)Nc3ccc4c(c3)OCO4)cc2C1=O
    4.1%	6.4%	2.3	690	-0.2%	5.3%	0.0	59	-5.8%	-12.6%	i	17.2
Cc1ccc(SC2=C(Sc3ccc(C)cc3)C(=O)c3ccccc3C2=O)cc1
    10.1%	5.0%	36.0	747	-0.1%	.	7.5	84	5.7%	18.2%	i	7.7
CCCC(C(=O)c1ccccc1)n1cncn1 (centres undefined)
    4.4%	5.8%	0.3	747	0.2%	-2.4%	0.2	56	-9.0%	-8.0%	i	44.6
CCS(=O)(=O)N1CCN(C(=O)c2cccnc2)CC1
    -5.2%	5.8%	-5.3	812	-0.2%	5.6%	1.0	94	-4.3%	-14.9%	i	13.6
CC(=O)Nc1ccc(S(=O)(=O)Nn2cnnc2)cc1
    10.1%	5.5%	0.7	647	0.4%	-6.0%	0.5	86	-1.1%	0.9%	i	36.0
COc1ccc2c(c1)nc(N)n2Cc1ccccc1
    1.5%	-2.5%	.	.	-0.2%	8.6%	-0.3	47	-5.4%	5.0%	i	41.2
Fc1ccc(C2=NN(c3ccccc3)C(c3ccco3)C2)cc1 (centres undefined)
    28.5%	.	11.2	739	-0.1%	2.0%	1.7	52	-10.3%	18.3%	i	12.5
O=C(CCCn1ncn2c(cc3occc32)c1=O)NCc1ccccc1F
    9.0%	11.7%	2.8	742	-0.3%	5.3%	-1.5	43	-3.8%	16.8%	i	57.5
COCc1ccc(CN2CCC(C(=O)Nc3cccc(-c4cccc(Cl)c4)c3)CC2)o1
    -1.5%	12.1%	-33.3	655	-0.1%	2.5%	22.9	54	-10.4%	-4.7%	.	.
COc1cccc(C(=O)NNC(=S)NC2CCCCC2)c1
    -3.0%	16.0%	0.5	564	0.0%	2.0%	2.9	57	-5.8%	1.3%	i	39.5
COc1ccc(CCSc2nnc(C3CCCCC3)n2N)cc1
    5.8%	6.0%	4.7	778	-0.2%	15.5%	0.0	43	-1.9%	-4.9%	i	27.1
Cc1c(Br)c([N+](=O)[O-])nn1C(C)C(=O)NCc1cccs1 (centres undefined)
    -4.6%	0.4%	.	.	-0.2%	4.2%	-1.3	54	-1.8%	7.4%	i	34.3
COc1cc(C)c(S(=O)(=O)n2c([N+](=O)[O-])cnc2C)cc1C
    3.3%	6.1%	-5.1	823	0.4%	12.6%	1.6	68	-10.3%	10.1%	i	44.6
O=C(Cc1cn(-c2ccccc2)nc1-c1ccccc1)N1CCCCC1
    2.0%	3.4%	1.6	827	-0.1%	9.5%	0.3	49	-0.5%	20.4%	i	12.2
O=C(O)c1cccc(-c2nnn(Cc3ccccc3)n2)c1
    1.6%	21.0%	-4.4	663	-0.1%	5.3%	-1.1	47	-2.2%	2.8%	i	50.9
O=c1c2cc(NC(=S)N3CCC(N4CCCCC4)CC3)ccc2nc2n1CCCCC2
    -4.4%	3.6%	-22.3	718	-0.6%	-0.7%	0.9	78	1.6%	5.7%	i	41.8
Cc1cc(C)cc(-n2nnc(C(=O)NCc3ccccc3)c2N)c1
    2.4%	47.5%	-0.6	566	-0.4%	6.2%	1.6	92	-1.6%	9.3%	i	7.8
CCC(=O)OCC(=O)N=c1sccn1Cc1ccc(C)cc1
    9.0%	10.6%	-2.2	669	0.0%	4.0%	-1.3	64	-5.7%	13.1%	i	66.1
Cc1ccc(NC(=O)C2CCN(C(=O)NC3CCCCC3)CC2)c(C)c1
    2.1%	15.7%	5.1	763	0.1%	6.3%	-1.8	96	-8.5%	12.1%	i	30.1
O=C(c1c(F)cccc1F)N1CCCC(c2nc(-c3ccc(Cl)cc3)no2)C1 (centres undefined)
    1.5%	6.3%	9.0	831	0.0%	-0.3%	1.5	72	-5.2%	4.5%	i	59.3
CC(=O)Nc1ccc(S(=O)(=O)Nc2cc(C)cn(Cc3ccc(C)cc3)c2=O)cc1
    1.0%	-3.0%	-7.6	730	-0.2%	8.8%	-0.5	38	-4.3%	0.0%	i	9.7
OC(CCN1CCCCC1)c1ccc(-c2ccccc2)cc1 (centres undefined)
    -6.2%	2.9%	.	.	-0.1%	12.3%	-0.6	90	-6.9%	-0.9%	i	21.9
CCn1c(CNc2ccc(F)cc2)nnc1SCC(=O)N1CCCc2ccccc21
    3.3%	7.0%	.	.	-0.1%	6.6%	-1.6	91	-2.6%	3.1%	i	9.1
CCOc1cc(N2CCOCC2)c(OCC)cc1NC(=O)c1cc(C)cc(C)c1
    5.6%	5.1%	6.3	659	-0.2%	10.8%	3.4	62	1.4%	10.9%	i	50.0
COc1ccc2ccccc2c1CNC(C)c1ccccc1 (centres undefined)
    5.9%	8.5%	-4.5	748	0.0%	?	1.3	65	-10.8%	0.6%	i	8.4
Cc1ccc(/C=N/NC(=O)CNC(=O)c2ccc(C)c([N+](=O)[O-])c2)o1
    12.9%	4.7%	1.7	776	0.6%	3.6%	1.0	31	-6.0%	-15.5%	i	20.9
CCCC(=O)N1c2ccccc2C(N(C(C)=O)c2ccccc2)CC1C (centres undefined)
    22.5%	-5.8%	.	.	0.2%	-0.2%	0.3	68	-2.6%	-14.4%	i	50.7
CCCCN(C)CCn1c(=S)[nH]c2ccc(N3CCOCC3)cc2c1=O
    -4.5%	6.5%	-4.6	657	-0.1%	8.8%	-2.5	100	-2.7%	2.9%	i	35.1
CCO[C@H]1OC(C(=O)NCc2nc3ccccc3[nH]2)=C[C@@H](c2ccccc2)[C@@H]1CCCO
    1.4%	2.0%	3.4	809	-0.1%	10.2%	1.1	104	-7.0%	-2.2%	i	35.6
Cc1ccc(Sc2ccc(CO)cc2[N+](=O)[O-])cc1
    16.2%	8.9%	4.7	730	-0.5%	5.2%	5.5	68	-9.4%	0.5%	i	26.6
COc1cccc(-n2nnc3c(=O)n(CC(=O)N4CCC(C)CC4)cnc32)c1
    -1.9%	20.8%	2.6	714	0.1%	11.4%	0.7	62	-0.9%	-2.8%	.	.
O=C(O)C1OC(Oc2cc3oc(-c4ccccc4)cc(=O)c3c(O)c2O)C(O)C(O)C1O (centres undefined)
    7.2%	17.2%	-20.9	731	-0.2%	5.5%	0.9	61	-9.6%	-20.3%	i	33.0
COc1ccc(Cn2c(=N)c(C(=O)NC3CCCCC3)cc3c(=O)n4ccccc4nc32)cc1
    -5.2%	4.1%	-31.8	719	0.2%	8.9%	7.7	49	-7.8%	-13.7%	i	55.8
Cc1ccc(Cl)cc1N1CCN(C(=O)Cc2cn(C)c3ccccc23)CC1
    -4.7%	24.0%	-2.1	838	0.0%	1.9%	3.6	74	-0.7%	8.6%	i	21.3
Cc1ccc(N(C)C(=O)N2CCN(S(=O)(=O)c3ccc4ccccc4c3)CC2)cc1
    7.0%	15.4%	-4.3	744	-0.1%	9.8%	3.5	90	-3.6%	8.0%	i	26.6
CC(Sc1nnc(CNc2cccc3ccccc23)n1-c1ccccc1)C(=O)N/N=C/c1ccco1 (centres undefined)
    2.9%	11.7%	.	.	-0.3%	12.8%	2.7	70	-1.1%	-3.1%	i	49.3
O=C(NC(=S)Nc1cccc2[nH]ncc12)c1ccccc1
    11.2%	21.4%	1.8	685	0.6%	6.5%	2.9	41	0.4%	-10.5%	i	34.1
N=C(c1cccc([N+](=O)[O-])c1)N1CCCCCC1
    -1.3%	3.0%	-1.9	728	-0.2%	0.3%	-0.4	50	-1.5%	-2.4%	i	11.7
Clc1ccc(-c2cnn3c(-c4ccncc4)ccnc23)cc1
    12.8%	5.5%	-12.3	673	-0.3%	14.2%	0.4	86	-5.1%	-19.6%	i	30.0
O=c1oc2ccccc2c(Nc2ccc(F)cc2)c1[N+](=O)[O-]
    -1.7%	11.6%	3.5	724	1.0%	10.6%	3.8	53	-5.3%	7.3%	i	18.2
COc1cc(NC(=O)c2cc(C)no2)c(OC)cc1Cl
    7.6%	8.5%	2.2	851	0.0%	11.1%	-0.8	51	-2.1%	-1.8%	i	25.9
CC/C(=C\C(=O)c1ccncc1)Nc1ccc(O)cc1
    -2.6%	23.9%	.	.	-0.3%	?	1.3	83	2.0%	-3.2%	i	40.9
CC(=O)N(C)c1ccc(NC(=O)Cc2cccs2)cc1
    1.0%	15.3%	-1.8	764	-0.1%	-7.8%	-0.2	67	-5.1%	2.1%	i	19.9
COc1ccc(NC(=O)C2=CC(c3ccc(OC)c(OC)c3)=NS(=O)(=O)N2C)cc1
    1.6%	5.8%	-1.2	797	-0.1%	6.0%	3.0	48	-4.7%	-0.4%	i	21.8
Cc1ccc(O)c(N=Cc2ccc(C)s2)c1
    0.4%	2.4%	2.0	606	0.2%	-11.5%	-0.2	48	-3.7%	-8.9%	i	34.6
c1ccc(-c2cnn3c(-c4ccccc4)c(-c4ccccc4)nc3n2)cc1
    ?	37.2%	-85.1	594	42.5%*	-2.5%	.	.	1.9%	15.3%	.	.
COc1ccc(Nc2nc(CN3CCOCC3)nc3sc4c(c23)CCC(C)C4)cc1OC (centres undefined)
    3.2%	1.3%	2.3	742	0.7%	.	2.7	37	-1.4%	-1.2%	i	41.7
